# From PubChem
# Large T inhibition – SV40 large T antigen inhibitors, biochemical (AID 1903); SV40 large T antigen ATPase/helicase inhibition assay; higher % means a stronger effect; 0.39% of 310,000 active; inhibition, % at 20 µM; hits with a dose series show IC50 in µM; in the data active = a potency from the dose series; inconclusive = inhibition mostly from about 32% at the one dose, without a potency; inactive = the rest, 99 in 100 with inhibition below about 32%; note: strong numbers were not always called active
# T cell HTS – T cell immune modulators affecting CD8 T cell-vesicle binding | calls only at 7 µM | 2C CD8+ T cell-vesicle binding, flow cytometry; active compounds read low | 0.068% of 330,000 active;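 active = response, share of CD8 T cells binding vesicles, and their 90th percentile fluorescence all below set limits, cut at about 80% in these data, passing the limit was not always enough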
#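 Material: 2C TCR transgenic mouse naive CD8+ T cells, MACS-purified. Also added: QL9-charged Drosophila Ld/ICAM-1/B7-1 vesicles. Timing: binding 1.5 h at 37 °C. Measured by: high-throughput flow cytometry with anti-B7-1 and anti-CD8 staining. Read-out: percent CD8+ FL2 mean versus row control. Controls: Unloaded micro-vesicles (low), QL9 vesicles with 0.7% DMSO (high).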
# Rac1 GTP hydrolysis – MgcRacGAP GTPase-activating activity inhibitors, confirmation, biochemical, ADP Hunter fluorescence; MgcRacGAP-stimulated Rac1 GTP hydrolysis, ADP Hunter fluorescence; higher % means a stronger effect; GST-tagged Rac1 F28L mutant substrate; 0.6% of 340,000 active; inhibition, % at 30 µM; hits with a dose series show IC50 in µM;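 active = first-screen hits whose inhibition reached a set limit at any dose in the follow-up dose series; inconclusive = inhibition above the set first-screen limit but never retested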;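 note: fluorescence reports GDP produced by GAP-driven GTP hydrolysis; strong numbers were not always called active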
# LYP inhibition – inhibitors of LYP phosphatase, biochemical, fluorescence intensity, uHTS (AID 1779) | recombinant LYP phosphatase, fluorescence intensity; higher % means a stronger effect | inhibition, % at 11.5 µM, or IC50 in µM where a hit was titrated | 0.054% of 290,000 active; in the data active = inhibition above about 50%;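 note: plate controls were vehicle with enzyme for no effect and no enzyme for full effect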
# NTR1 agonist – agonists of NTR1, primary screen, imaging, U2OS cells, beta-arrestin-GFP, high content (AID 493036); P30989; NTR1-U2OS beta-arrestin-GFP spot imaging, agonist mode; activation, % at 20 µM; 0.17% of 330,000 active;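 active = activation at or above 40% of the spot to cytoplasm intensity ratio, with at least 20 cells analyzed; inconclusive = wells under 20 cells, flagged as cytotoxic or low count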;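 note: 0% = DMSO without peptide and 100% = 100 nM NTR1 peptide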
# Target sequence (P30989 whole entry, looked up): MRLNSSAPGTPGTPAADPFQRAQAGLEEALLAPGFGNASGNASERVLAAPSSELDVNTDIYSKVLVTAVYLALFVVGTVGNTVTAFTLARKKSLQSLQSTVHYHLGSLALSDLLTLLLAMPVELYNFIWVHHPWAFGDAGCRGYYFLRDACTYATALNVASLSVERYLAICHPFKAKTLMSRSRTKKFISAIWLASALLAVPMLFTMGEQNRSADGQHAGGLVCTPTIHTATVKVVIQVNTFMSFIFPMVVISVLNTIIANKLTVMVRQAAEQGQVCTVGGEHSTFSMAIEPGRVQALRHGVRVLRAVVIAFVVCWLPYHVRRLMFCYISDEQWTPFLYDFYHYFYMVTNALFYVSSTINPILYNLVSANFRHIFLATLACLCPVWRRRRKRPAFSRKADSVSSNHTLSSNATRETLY
# Hep lipid drop – modulators of hepatic lipid droplet formation; AML12 mouse hepatocytes, oleate lipid droplets, BODIPY imaging; inhibition, % at 6.5 µM; 0.4% of 240,000 active;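 active = lipid droplet intensity inhibited by at least 50%, with more than 500 cells counted; inconclusive = wells with under 300 cells, treated as cytotoxic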
#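 Assay system: AML12 mouse liver cells | Compound: 6.5 µM single-point dosing | Schedule: Overnight exposure | Technique: Fluorescence imaging, 20x objective, two fields per well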
# GPR55 beta-arrestin – GPR55 agonists via beta-arrestin recruitment, primary screen, imaging, U2OS cells, beta-arrestin-GFP redistribution (AID 1961); U2OS GPR55 beta-arrestin-GFP redistribution imaging; higher % means a stronger effect; activation, % at 10 µM, or EC50 in µM where a hit was titrated; 0.048% of 290,000 active;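 active = activation above 40% with more than 50 cells counted in the well; inconclusive = wells holding fewer than 50 cells, flagged as toxic or sparse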;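 note: U2OS osteosarcoma cells stably expressing GPR55 and beta-arrestin-GFP; plate controls were DMSO negative control for no effect and LPI positive control for full effect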
# GPR55 antagonists – GPR55 antagonists blocking LPI-driven arrestin recruitment, primary screen, imaging, U2OS, beta-arrestin-GFP, LPI agonist (AID 2013) | U2OS GPR55 beta-arrestin-GFP translocation imaging, LPI antagonism; higher % means a stronger effect | inhibition, % at 10 µM, or IC50 in µM where a hit was titrated | 0.13% of 290,000 active;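 active = spots per cell inhibited over 60%, with over 100 cells counted and total cytoplasm intensity under 500,000; inconclusive = wells with under 100 cells, flagged as likely toxic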;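 note: U2OS cells stably carrying GPR55 and arrestin-GFP stimulated by 5 µM LPI near EC80; imaged beta-arrestin-GFP aggregate spots per cell after agonist stimulation; plate controls were LPI-stimulated DMSO wells for no effect and DMSO wells without LPI for full effect; some results filed as inactive read as strong as hits; confirmed hits need IC50 under 10 µM and bright autofluorescent wells are also inconclusive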
# GPR35 arrestin U2OS – GPR35 antagonists blocking zaprinast-driven arrestin recruitment, primary screen, imaging, U2OS, beta-arrestin-GFP, zaprinast agonist (AID 2058); U2OS GPR35 beta-arrestin-GFP translocation imaging, zaprinast antagonism; higher % means a stronger effect; one-dose inhibition, % at 10 µM; IC50 in µM for titrated hits; 0.052% of 290,000 active;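 active = inhibition of at least 50% with at least 30 cells and total cytoplasm GFP at most 10,000,000; inconclusive = under 30 cells or total GFP of 10,000,000 plus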
# Hep lipid drop cells 6.5 µM – further read-out of Hep lipid drop, marked with its call; cell count; measured here: cell count, cytotoxicity flag;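 cells counted across two imaged fields per well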
# T cell HTS vesicle-bound % – recorded beside T cell HTS, whose call it bears; double positive events, %; measured here: CD8+ vesicle-bound cell fraction;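 binding gate set so that unloaded-vesicle control wells show 10% double positive cells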
# NTR1 agonist cell count 20 µM – further read-out of NTR1 agonist, marked with its call; cell count; measured here: cell count, cytotoxicity flag
# The depositor's hits bear a star; i = inactive; u = inconclusive; x = not tested or not shown.
SMILES,Large T inhibition,T cell HTS,T cell HTS vesicle-bound %,Rac1 GTP hydrolysis,LYP inhibition,NTR1 agonist,NTR1 agonist cell count 20 µM,Hep lipid drop,Hep lipid drop cells 6.5 µM,GPR55 beta-arrestin,GPR55 antagonists,GPR35 arrestin U2OS
Cc1cc(C)n(CC(=O)NC2C(=O)N3C(C(=O)O)=C(CSc4nnc(C)s4)CSC23)n1 (centres undefined),11%,i,52,4%,-4%,1.0,51,4,675,-0.4%,4%,2%
CC(C)(C)n1cnc2cc(NCc3ccccc3O)ccc21,19%,i,27,14%,-7%,2.9,89,4,806,-0.1%,12%,-7%
O=C(O)c1ccc(-n2cc(-c3cc4ccccc4oc3=O)[nH]c2=S)cc1,6%,x,x,27%,-11%,x,x,-10,678,0.8%,4%,-4%
Cc1oc(C(C)(C)C)cc1C(=O)Nc1cccc(/C=C\C(=O)O)c1,2%,i,47,-14%,-8%,-1.3,54,-2,625,0.1%,16%,-6%
COc1ccccc1CNS(=O)(=O)N(C)C,3%,i,42,0%,-7%,0.4,99,1,623,-0.1%,4%,9%
Cc1nnc2ccc(N3CCCC3)nn12,5%,i,40,-2%,-5%,1.0,53,1,658,-0.1%,-2%,1%
O=S(=O)(Cc1ccccc1)C1CCCCC1O (centres undefined),6%,i,52,3%,-4%,0.8,51,3,741,-0.2%,4%,-7%
CCOc1cccc(C(=O)Nc2nccs2)c1,4%,i,36,7%,-3%,-6.0,82,-4,776,0.2%,18%,6%
O=C(CCS(=O)(=O)Cc1ccccc1)Nc1nncs1,6%,i,44,1%,-9%,-0.2,49,3,811,0.2%,7%,2%
CCN(c1ccccc1)S(=O)(=O)c1ccc(C(=O)Nc2ncccc2C)cc1,30%,i,19,4%,x,0.3,61,x,x,x,x,x

# Part of the list above in order of number of heavy atoms, rising:
SMILES,Large T inhibition,T cell HTS,T cell HTS vesicle-bound %,Rac1 GTP hydrolysis,LYP inhibition,NTR1 agonist,NTR1 agonist cell count 20 µM,Hep lipid drop,Hep lipid drop cells 6.5 µM,GPR55 beta-arrestin,GPR55 antagonists,GPR35 arrestin U2OS
Cc1nnc2ccc(N3CCCC3)nn12,5%,i,40,-2%,-5%,1.0,53,1,658,-0.1%,-2%,1%
CCOc1cccc(C(=O)Nc2nccs2)c1,4%,i,36,7%,-3%,-6.0,82,-4,776,0.2%,18%,6%
O=C(CCS(=O)(=O)Cc1ccccc1)Nc1nncs1,6%,i,44,1%,-9%,-0.2,49,3,811,0.2%,7%,2%

# Fetched by compound from the entries so far, five records:
SMILES,Large T inhibition,T cell HTS,T cell HTS vesicle-bound %,Rac1 GTP hydrolysis,LYP inhibition,NTR1 agonist,NTR1 agonist cell count 20 µM,Hep lipid drop,Hep lipid drop cells 6.5 µM,GPR55 beta-arrestin,GPR55 antagonists,GPR35 arrestin U2OS
Cc1nnc2ccc(N3CCCC3)nn12,5%,i,40,-2%,-5%,1.0,53,1,658,-0.1%,-2%,1%
Cc1oc(C(C)(C)C)cc1C(=O)Nc1cccc(/C=C\C(=O)O)c1,2%,i,47,-14%,-8%,-1.3,54,-2,625,0.1%,16%,-6%
O=S(=O)(Cc1ccccc1)C1CCCCC1O (centres undefined),6%,i,52,3%,-4%,0.8,51,3,741,-0.2%,4%,-7%
CCN(c1ccccc1)S(=O)(=O)c1ccc(C(=O)Nc2ncccc2C)cc1,30%,i,19,4%,x,0.3,61,x,x,x,x,x
CCOc1cccc(C(=O)Nc2nccs2)c1,4%,i,36,7%,-3%,-6.0,82,-4,776,0.2%,18%,6%

# The listing continues.
SMILES,Large T inhibition,T cell HTS,T cell HTS vesicle-bound %,Rac1 GTP hydrolysis,LYP inhibition,NTR1 agonist,NTR1 agonist cell count 20 µM,Hep lipid drop,Hep lipid drop cells 6.5 µM,GPR55 beta-arrestin,GPR55 antagonists,GPR35 arrestin U2OS
O=C(Nc1ccc2c(c1)OCO2)C1CCN(C(=O)c2cccs2)CC1,21%,x,x,6%,-3%,x,x,x,x,-0.2%,8%,5%
Cn1c(SCn2nnc3ccccc3c2=O)nc2ccccc2c1=O,14%,i,30,x,-2%,18,31,18,699,0.1%,-10%,-7%
O=C(O)CC(C(=O)O)N1C(=O)/C(=C/c2ccc(-c3nc4ccccc4s3)o2)SC1=S (centres undefined),u,i,32,u,10%,-1.1,37,-5,681,0.5%,2%,-10%
Cc1ccc(C(C(=O)NCc2ccc(F)cc2)N(CCCO)C(=O)C2COc3ccccc3O2)o1 (centres undefined),49%,i,45,-3%,-7%,-1.4,81,-29,656,-0.1%,-7%,5%
CCC(=Nc1ccc(Cc2ccncc2)cc1)c1c(O)n(C)c(=O)n(C)c1=O,11%,x,x,5%,3%,x,x,x,x,-0.2%,24%,-8%
Cc1occc1C(=O)NNC(=O)c1cccc(F)c1,12%,i,68,5%,-6%,0.0,47,0,690,-0.2%,1%,3%
COc1ccc(C(=O)NC2CC2)cc1OC1CCN(Cc2cnn(C)c2)CC1,-1%,i,9,6%,-7%,0.1,59,11,560,-0.1%,17%,-2%
O=C(CNCCO)N1N=C(c2cccs2)CC1c1cccs1 (centres undefined),0%,i,31,0%,-4%,1.4,42,-8,731,0.1%,1%,7%
COc1ccc(NC2CCCN(C(=O)CSc3ccncc3)C2)cc1 (centres undefined),31%,i,0,31%,-2%,-0.8,63,-15,759,-0.2%,-3%,8%
COc1ccc(C(=O)Nc2ccc3c(c2)nc2n3CCSC2)cc1,6%,i,44,8%,-4%,1.8,98,x,x,-0.2%,-4%,-4%
COc1cc(OC)cc(C(=O)N[C@H](C(=O)NCc2ccco2)C(C)C)c1,22%,i,48,-3%,-6%,1.0,53,-24,718,-0.4%,-10%,10%
CCOc1ccc(OCC(=O)N(C)c2c(N)n(Cc3ccccc3)c(=O)[nH]c2=O)cc1,2%,i,5,-1%,x,1.7,57,x,x,x,x,x
O=S(=O)(c1cccc2nsnc12)N1CCOCC1,6%,i,45,11%,-2%,-1.0,44,x,x,-0.2%,1%,8%
O=C(NC(=S)NCCC1=CCCCC1)c1ccc(Br)o1,8%,i,62,5%,5%,8.2,56,6,676,0.2%,5%,-19%
O=C(Nc1nccs1)c1ccc(N2CCOCC2)c([N+](=O)[O-])c1,-3%,i,10,7%,-4%,-0.9,58,-2,719,0.4%,0%,8%
CCn1cc(/C=C(\NC(=O)c2ccc(OC)c(OC)c2)C(=O)N2CCN(C)CC2)c2ccccc21,14%,i,15,16%,-9%,-0.1,66,0,763,0.6%,8%,4%
Cc1cc2ncn(C(=O)c3cc(-c4ccccc4)nc4ccccc34)c2cc1C,-5%,i,4,7%,-10%,3.9,62,8,628,0.0%,-8%,-3%
O=C(NC1(c2ccccc2)CC1)C1CCC(=O)N(Cc2ccc(Cl)cc2)C1 (centres undefined),16%,i,40,2%,-11%,-0.3,65,-10,658,-0.1%,14%,4%
CCN(Cc1ccccc1)Cc1c(F)cccc1F,0%,i,10,16%,0%,1.2,40,x,x,0.3%,-1%,-8%
COC(=O)c1ccc(NC(=O)CSc2nnc(COc3ccccc3)n2C)cc1,6%,i,15,8%,-3%,2.4,54,6,607,-0.1%,0%,0%
C=CCN1C(=O)N/C(=C/c2ccccc2OCC(=O)Nc2ccc(F)cc2)C1=O,11%,i,27,2%,2%,2.3,87,15,775,0.8%,-7%,3%
O=c1ccc(-c2ccc(S(=O)(=O)Nc3ccccc3)o2)n[nH]1,4%,i,13,-4%,-10%,1.3,71,-4,730,0.0%,12%,10%
CCC(=O)Nc1c2c(nn1-c1ccc(C)cc1C)CSC2,21%,i,48,1%,-4%,2.1,50,x,x,1.2%,24%,16%
COc1ccccc1Oc1coc2cc(O)ccc2c1=O,6%,i,34,6%,-2%,-0.5,67,x,x,-0.1%,1%,8%
Cc1cccc(OCC(=O)N2CCN(C(=O)c3ccc([N+](=O)[O-])cc3)CC2)c1,2%,i,59,9%,-8%,-1.5,89,2,647,-0.1%,-10%,3%
CS(=O)(=O)c1[nH]nc(-c2cccc(Cl)c2)c1C#N,6%,i,31,x,-8%,0.6,60,5,724,-0.2%,-21%,-10%
CCOC(=O)c1ccc(CN(Cc2ccc(C)cc2)S(=O)(=O)c2cccc([N+](=O)[O-])c2)cc1,7%,i,42,3%,-1%,4.1,43,2,729,-0.2%,-11%,-10%
CCOc1cccc2cc(C(=O)N3CCc4ccccc4C3)c(=O)oc12,2%,i,45,9%,-1%,1.4,69,1,766,-0.1%,10%,2%
Cc1cc(NC(=O)c2ccc([N+](=O)[O-])o2)ccc1NC(=O)c1ccco1,6%,x,x,4%,3%,x,x,0,705,2.1%,9%,14%
O=C(c1ccccc1)c1ccc(-c2ccc(O)cc2)cc1,8%,i,41,27%,-2%,3.7,88,-7,851,0.6%,8%,-1%
COCCN(C(=O)COC(=O)/C=C/c1ccc(C(F)(F)F)cc1)c1c(N)n(Cc2ccccc2)c(=O)[nH]c1=O,1%,i,25,5%,x,1.9,68,x,x,x,x,x
CN(CC(=O)Nc1ccncc1)S(=O)(=O)c1ccccc1,4%,i,32,3%,-1%,-0.7,61,-3,716,-0.1%,-5%,5%
C=CCN1CCN(C(c2cccc(OC)c2OC)c2nnnn2CCC(C)C)CC1 (centres undefined),8%,i,8,3%,2%,0.7,37,9,740,-0.2%,-7%,21%
CCCc1cc(=O)[nH]c(SCC(=O)c2cc(C)n(-c3c(C)n(C)n(-c4ccccc4)c3=O)c2C)n1,8%,i,11,7%,-2%,0.3,41,6,679,0.0%,-1%,-9%
COc1ccc(C2=NN(C(C#N)c3ccc(OC)c(OC)c3)C(c3ccccc3)C2)cc1 (centres undefined),-2%,i,24,10%,-2%,-1.8,80,-12,754,-0.1%,-6%,1%
CCOC(=O)Cc1csc(NC(=O)COc2c(C)cccc2C)n1,7%,i,41,7%,-5%,-1.4,56,1,706,0.0%,7%,-4%
O=c1c(Cc2c(F)cccc2Cl)c(O)ccn1Cc1ccc2c(c1)OCO2,3%,i,2,7%,1%,-0.5,41,-7,706,-0.1%,-6%,1%
